# From PubChem BioAssay
# Glyco luc inh: increase of ERlucT glycosylation luciferase signal, primary screen, N-linked glycosylation inhibitor project, D54 ERlucT cells, luminescence, set 2; AID 588692, 2011; reporter increase, % at 12.5 µM; D54 ERlucT glycosylation luciferase reporter, 24 h; percent of 100 nM tunicamycin response; 360,000 tested, 0.23% active;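 active = mean luciferase reporter signal, scaled so untreated is 0 and the glycosylation-blocking control 100, at or above a set limit in every replicate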;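 note: luciferase carries N-glycosylation sites so blocking glycosylation raises the light; 0% = median of neutral control wells and 100% = median of 100 nM tunicamycin wells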
# ABHD5 PLIN5 PPI: ABHD5-PLIN5 interaction inhibitors, primary screen, cell lysate, split luciferase complementation, luminescence. Perilipin-5 (Homo sapiens) + 1-acylglycerol-3-phosphate O-acyltransferase ABHD5 (Homo …. Split G. princeps luciferase complementation, 4 h. inhibition, % at 4 µM. 360,000 tested, 0.78% active. AID 602281, 2012;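 active = inhibition above the mean inhibition across every tested compound plus 3 SD, cut at about 22% in these data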;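 note: 0% = DMSO only wells and the 100% control is not disclosed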
# Target sequence (Q00G26 whole entry, looked up): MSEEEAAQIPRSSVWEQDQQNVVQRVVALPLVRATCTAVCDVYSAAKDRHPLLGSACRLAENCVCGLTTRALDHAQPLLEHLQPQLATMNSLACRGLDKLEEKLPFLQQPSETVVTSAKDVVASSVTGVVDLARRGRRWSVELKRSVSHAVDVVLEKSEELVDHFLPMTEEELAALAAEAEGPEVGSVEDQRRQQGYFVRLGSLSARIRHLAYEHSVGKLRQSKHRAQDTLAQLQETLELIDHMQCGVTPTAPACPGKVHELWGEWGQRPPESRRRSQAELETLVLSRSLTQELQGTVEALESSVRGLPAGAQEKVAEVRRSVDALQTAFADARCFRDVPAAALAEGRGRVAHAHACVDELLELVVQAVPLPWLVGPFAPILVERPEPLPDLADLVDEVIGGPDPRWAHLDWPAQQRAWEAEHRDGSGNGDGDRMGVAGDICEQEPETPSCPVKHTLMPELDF
# Target sequence (Q8WTS1 whole entry, looked up): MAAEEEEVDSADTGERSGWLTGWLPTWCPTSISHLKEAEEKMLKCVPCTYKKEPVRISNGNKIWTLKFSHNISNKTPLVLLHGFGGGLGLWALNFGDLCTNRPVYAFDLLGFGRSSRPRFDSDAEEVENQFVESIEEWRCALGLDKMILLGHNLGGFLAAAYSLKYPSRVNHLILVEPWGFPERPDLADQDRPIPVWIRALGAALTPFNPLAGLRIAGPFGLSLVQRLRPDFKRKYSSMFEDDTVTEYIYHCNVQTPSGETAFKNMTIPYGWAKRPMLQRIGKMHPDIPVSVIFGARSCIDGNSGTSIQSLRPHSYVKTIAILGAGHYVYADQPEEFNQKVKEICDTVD
# m5-HT2A agonist: mouse Htr2a agonists via beta-arrestin recruitment, primary screen, cell-based, luminescence; CHO-K1 mHTR2A beta-arrestin complementation; percent of 30 µM serotonin response; activation, % at 7.6 µM; 360,000 tested, 0.66% active;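 active = activation above a run cutoff, the mean activation of all tested compounds plus 3 SD, cut at about 14% in these data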;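 note: 0% = plate median of compound wells and 100% = 30 µM serotonin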
# ABCB6 inh 2: ABCB6 transporter inhibitors, primary screen, K562-ABCB6 cells, flow cytometry, MLPCN library | K562-ABCB6 porphyrin accumulation, 1 h; stronger effect = lower value | AID 602162, 2011 | 360,000 tested, 0.19% active | fluorescence ratio to DMSO, % at 10 µM;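 active = fluorescence ratio to DMSO below 75%, the collection mean minus 3 SD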;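 note: signal is porphyrin accumulated inside mitochondria; 100% equals median channel fluorescence of DMSO control wells; lower ratio means ABCB6 inhibition with less porphyrin fluorescence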
# hiPSC survival: enhancers of single-cell hiPSC survival, primary screen, ATPlite luminescence; survival enhancement, % at 20 µM; 100% = ROCK inhibitor wells, 0% = DMSO; AID 602274, 2012; 360,000 tested, 0.044% active; in the data active = survival enhancement above about 18%;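 note: cells exposed to compounds for 16 hours before the ATP read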
# Exocytosis inh: LAMP-1 surface exposure blockers, TALL-104 cells – cell-based, flow cytometry, MLPCN library, primary screen. TALL-104 LAMP-1 surface exposure; cells stimulated with thapsigargin and PMA. inhibition, % at 10 µM. 360,000 tested, 0.66% active;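 active = inhibition above about 55%, limit read from the data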
# MC4R barr agon: MC4R agonists recruiting beta-arrestin, primary screen, cell-based, luminescence, agonist arm of biased-ligand search; U2OS MC4R beta-arrestin complementation; percent of melanotan II response, DMSO zero; 360,000 tested, 0.98% active; activation, % at 8.9 µM;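 active = activation above a per-plate cutoff, the mean activation of sample wells on that plate plus 3 SD, cut at about 8% in these data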
# H9c2 protect: cardioprotection against H2O2-induced cell death, primary screen, uHTS, H9c2 cells, ATPLite luminescence | H9c2 cardiomyocytes, H2O2 injury protection, 2 h | protection from H2O2 cell death, % at 20 µM | 360,000 tested, 0.63% active;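 active = compounds giving at least 50% protection of heart cells from peroxide-induced death in the single-dose screen, raw or plate-pattern-corrected value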;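 note: 0% = DMSO wells with peroxide and 100% = DMSO wells without peroxide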
# aDG glyco act: activators of alpha-DG glycosylation, primary screen, uHTS, Pro5-aDG cells, AlphaScreen; alpha-DG glycosylation AlphaScreen (IIH6); 0% Pro5, 100% B10-LARGE cell signal; activation, % at 10 µM; 360,000 tested, 0.22% active; AID 624168, 2012;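 active = activation of at least 8% versus controls, or a plate z-score of at least 8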;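 note: Pro5 are CHO cells carrying HIG-tagged alpha-DG that lacks glycosylation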
# MC4R antagonist: MC4R antagonists of cAMP signaling, primary screen, cell-based, TR-FRET, antagonist arm of biased-ligand search. Melanocortin receptor 4 (Homo sapiens), P32245. MC4R-expressing cells, MTII-stimulated cAMP, LANCE TR-FRET. inhibition, % at 6.5 µM. 360,000 tested, 0.48% active;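 active = inhibition above its plate's cutoff, the mean of tested wells on that plate plus 3 SD, cut at about 29% in these data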;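 note: 0% = Melanotan II alone and 100% = Melanotan II plus saturating MCL0020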
#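 Material: human MC4R-expressing U2OS cells. Probe or stimulus: Melanotan II challenge. Dosing: 6.5 µM single dose. Times: 30-min compound, 1-h challenge, 1-h detection, room temperature. Technique: TR-FRET with Eu-cAMP and labeled anti-cAMP, 671 nm. Replication: singlicate.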
# * = called active by the depositor; / = not tested or not shown. The order is random, and some 4.5% of all compounds hit somewhere here.
SMILES,Glyco luc inh,ABHD5 PLIN5 PPI,m5-HT2A agonist,ABCB6 inh 2,hiPSC survival,Exocytosis inh,MC4R barr agon,H9c2 protect,aDG glyco act,MC4R antagonist
CC1CCC(N2CCN(c3ncccn3)CC2)C1 (stereo not drawn),-3.1,5.2,-2.2,101.0,2.2,-3.6,-1.4,8.5,0.0,13.2
NC(Cc1ccc(F)cc1)c1csc(NC(=O)NC(c2ccccc2)c2ccccc2)n1 (stereo not drawn),-11.4,-4.2,-9.5,98.0,-3.4,6.2,6.1,-12.0,-0.7,9.1
CCC(C)NS(=O)(=O)c1ccc(NC(=O)C2CCCO2)cc1 (stereo not drawn),0.1,0.3,1.3,90.0,1.5,2.6,0.0,-4.6,-0.2,2.8
COc1cc(C)ccc1OCCCOc1c(Cl)cccc1Cl,-0.6,-9.1,0.0,102.0,2.5,-1.6,0.5,-4.7,0.1,6.2
CC(Sc1nccn1C)C(=O)NC1(C#N)CCCCC1 (stereo not drawn),0.2,1.7,-6.5,99.0,-3.2,0.6,-0.5,8.0,0.2,0.1
CCN(CC)S(=O)(=O)c1cc(C)ccc1SC,1.0,-1.6,-1.2,96.0,-0.6,1.4,0.0,2.2,-0.3,-2.8
OCC1(Cc2ccc(F)cc2F)CCCN(CCCc2ccccc2)C1 (stereo not drawn),0.6,-0.2,-1.3,108.0,-0.3,5.3,9.5*,-7.9,0.0,19.0
O=C(Nc1ccncc1)c1ccc(Cl)c(S(=O)(=O)N2CCCCC2)c1,-0.1,5.6,-6.0,91.0,-0.4,1.6,0.5,-9.0,3.7,12.7
COc1ccc(CNC(=O)CCc2nnc3ccc(N4CCC5(CC4)OCCO5)nn23)cc1,-1.7,-2.8,-1.6,102.0,-0.3,-7.6,-1.4,-2.5,-0.3,0.4
COCCNC(=O)C1CCCN(Cc2ccccc2-c2ccccc2)CC1 (stereo not drawn),-1.5,-1.9,-4.6,96.0,-0.4,-0.8,0.8,-4.2,-0.2,-4.2
Cc1ccc(NC(=O)CC2NCCNC2=O)cc1 (stereo not drawn),0.1,-3.1,-0.5,100.0,2.2,1.4,-0.5,11.8,-0.2,-1.4
N#Cc1ccc(C(=O)OCC(=O)N2CCCCCC2)cc1,2.0,8.1,3.6,95.0,-0.4,-8.2,-0.1,3.6,0.0,0.9
CCn1nc(C)cc1Nc1ccccc1,1.2,-8.3,-3.0,96.0,3.7,18.5,-2.2,0.5,0.1,-3.1
Cc1c(N2C(=O)/C(=C\c3ccc(N(C)C)cc3)N(C)C2=S)c(=O)n(-c2ccccc2)n1C,-3.5,22.4*,-5.2,101.0,-0.4,-1.6,-4.4,-2.8,-0.3,-9.2
CCn1c(CN2CCN(c3cccc(C)c3C)CC2)n[nH]c1=S,-2.3,-8.2,-3.0,101.0,1.9,0.4,2.7,-4.5,0.9,11.8
COCCn1cc(-c2csc(N)n2)c2ccccc21,1.3,-15.7,-4.7,111.0,0.3,-43.2,-0.9,-1.9,0.1,-2.7
CCc1cc2cc(C)c(C)cc2nc1SCC(=O)NNC(=O)c1ccco1,-1.7,-7.1,6.0,103.0,-0.2,-3.8,1.4,-2.5,0.1,-2.8
COc1ccc(C(O)P(=O)(OCc2ccccc2)c2ccc(N(C)C)cc2)cc1 (stereo not drawn),1.2,2.2,3.1,100.0,-0.5,-0.6,-1.5,-0.3,0.0,2.5
CCN(CC(=O)Nc1ccccc1C(F)(F)F)C(=O)CCOc1ccc(C)cc1,-1.6,-0.1,-1.2,102.0,-0.3,-0.9,-1.6,-1.8,0.2,5.9
O=C(CCNS(=O)(=O)c1cccs1)Nc1nccs1,0.8,9.8,4.9,96.0,0.8,4.0,0.6,0.4,0.1,-3.1
COc1cc(NC(=S)NCc2ccc(S(N)(=O)=O)cc2)c(OC)cc1Cl,1.2,8.9,3.5,99.0,2.4,-1.6,-0.1,-3.1,0.2,2.2
CC(=O)N(CCC1(C(C)C)CCOC(C)(C)C1)Cc1ccco1 (stereo not drawn),-0.1,7.7,3.8,101.0,-2.0,-0.6,-1.5,3.1,0.0,-4.6
COc1ccccc1-c1nc(C#N)c(N2CCC(Cc3ccccc3)CC2)o1,-2.1,-8.2,-4.0,98.0,-1.7,18.6,-1.7,-21.4,0.4,-2.3
CC1(C)Cc2ccccc2-c2nnc(SCc3ccc(C#N)cc3)n21,-3.1,-6.5,-0.3,96.0,-0.9,-7.0,-3.3,4.4,0.1,7.0
N=c1oc2cc(O)ccc2cc1C(=O)Nc1ccc(F)cc1,1.5,3.4,-2.9,91.0,-0.6,3.8,0.8,-18.6,0.0,-1.9
CNCc1ccccc1Sc1ccc(OC)cc1,-3.0,2.8,-4.4,96.0,-2.1,-6.0,0.0,-10.6,0.7,4.7
COc1cccc(S(=O)(=O)NCc2ccc(C(=O)NCC3CCCO3)cc2)c1 (stereo not drawn),1.4,5.0,11.0,99.0,-0.5,-1.2,1.1,0.1,-0.1,5.5
Cc1cccc2sc(N(CCN3CCOCC3)C(=O)CCS(=O)(=O)c3ccccc3)nc12,-4.3,-4.6,-11.3,97.0,-0.2,45.5,-1.1,10.5,1.3,13.3
Clc1ccc(CNC2CCN(Cc3ccccc3)CC2)cc1,1.1,0.3,-5.1,97.0,-0.3,67.2*,-1.2,7.6,0.4,3.5
Nc1nc(SCC(=O)NCc2ccco2)[nH]c(=O)c1-c1ccccc1,4.6,-0.1,-0.1,99.0,-0.3,1.9,-0.4,6.0,0.2,5.2

# Some values from the entries so far:
# Nc1nc(SCC(=O)NCc2ccco2)[nH]c(=O)c1-c1ccccc1 in m5-HT2A agonist reads -0.1
# CC(=O)N(CCC1(C(C)C)CCOC(C)(C)C1)Cc1ccco1 (stereo not drawn) in MC4R antagonist reads -4.6
# COc1cc(NC(=S)NCc2ccc(S(N)(=O)=O)cc2)c(OC)cc1Cl in ABCB6 inh 2 reads 99.0
# Cc1cccc2sc(N(CCN3CCOCC3)C(=O)CCS(=O)(=O)c3ccccc3)nc12 in hiPSC survival reads -0.2
# CC1(C)Cc2ccccc2-c2nnc(SCc3ccc(C#N)cc3)n21 in ABHD5 PLIN5 PPI reads -6.5

# Rewritten as tab-separated lines: part of the list above.
structure	Glyco luc inh	ABHD5 PLIN5 PPI	m5-HT2A agonist	ABCB6 inh 2	hiPSC survival	Exocytosis inh	MC4R barr agon	H9c2 protect	aDG glyco act	MC4R antagonist
Clc1ccc(CNC2CCN(Cc3ccccc3)CC2)cc1	1.1	0.3	-5.1	97.0	-0.3	67.2*	-1.2	7.6	0.4	3.5
CNCc1ccccc1Sc1ccc(OC)cc1	-3.0	2.8	-4.4	96.0	-2.1	-6.0	0.0	-10.6	0.7	4.7

# The list goes on.
SMILES,Glyco luc inh,ABHD5 PLIN5 PPI,m5-HT2A agonist,ABCB6 inh 2,hiPSC survival,Exocytosis inh,MC4R barr agon,H9c2 protect,aDG glyco act,MC4R antagonist
CSCc1c(C(=O)NC2CCCc3ccccc32)oc2ccccc12 (stereo not drawn),-3.9,-4.2,4.3,88.0,-0.6,0.7,-2.6,2.6,-0.2,7.3
COc1ccc(N2CCN(C(=O)CCCCCn3c(=S)[nH]c4cc5c(cc4c3=O)OCO5)CC2)cc1,-2.4,6.0,6.6,107.0,-0.4,3.6,-1.1,-7.9,-0.4,9.6
O=C(c1ccc(Cl)c(F)c1F)N1CCCC1,0.5,3.5,-1.0,97.0,0.2,1.9,-2.0,-3.5,0.2,1.7
CN1OC[C@@H]2CN(C(=O)c3cccc4ccccc34)[C@H](c3ccc(N4CCCCC4)cc3)C[C@@H]21,1.1,1.0,3.5,99.0,0.3,9.9,/,-0.6,-0.1,/
Cc1cc(OC(=O)c2ccccc2Cl)cc(=O)n1C,-7.3,0.4,1.1,89.0,1.3,1.3,-1.1,27.0,-0.1,3.2
Cn1cnc([N+](=O)[O-])c1SCCO,4.2,-0.7,-1.2,100.0,1.3,-5.2,-2.1,1.4,0.0,0.9
NNc1nc(-c2ccccc2)cc(-c2ccccc2)n1,-1.5,4.2,-5.8,97.0,0.3,6.4,0.0,-8.5,0.3,9.8
S=C(NCCN1CCCCC1)Nc1ccccc1,1.0,-4.5,2.3,100.0,-2.7,2.1,0.8,15.6,-0.4,-3.7
Cc1cc(NC(=O)CSc2nc3c(C)cccc3cc2C)no1,-6.5,3.6,-1.9,93.0,0.8,-4.4,-1.1,-4.3,0.0,3.2
COc1ccc(CCCNC(=O)C2CCC(=O)N(CCc3cccc(F)c3)C2)cc1 (stereo not drawn),-2.2,-1.1,8.6,100.0,2.1,-3.0,1.8,4.1,0.3,3.0
CCCCN=C1N/C(=C\c2ccco2)C(=O)N1c1ccccc1,-0.1,7.5,1.0,162.0,-3.1,-0.2,1.1,12.8,0.2,7.0
COc1ccccc1NC(=O)COc1ccc(C(=O)OCC(=O)NC(C)(C)C)cc1OC,0.7,-1.1,-5.8,105.0,1.6,6.1,-1.0,58.8*,-0.1,14.0
Cc1nc2nc(CNC(=O)OC(C)(C)C)nn2c(C)c1CCC(=O)Nc1ccc2c(c1)OCO2,2.6,-10.2,1.9,95.0,-0.4,-0.7,-2.7,6.3,1.5,8.3
COCCNC(=O)C(c1cccs1)N(C(=O)Cn1nnc2ccccc21)c1ccc(OC)cc1 (stereo not drawn),-0.4,2.9,8.4,93.0,0.3,2.3,1.4,3.4,-0.1,7.6
COc1ccccc1CNC(=O)CCCN1C(=O)COc2ccc(C)cc21,-0.5,3.4,6.5,98.0,0.4,-2.1,0.8,9.4,-0.1,-2.4
CC(=O)c1cc2c(cc1NC(=O)CSc1nc3ccccc3o1)OCO2,-0.3,-6.0,-4.5,101.0,-0.9,1.9,-1.9,3.8,0.0,-7.2
CCOc1cc(NC(=S)NCCCN2CCOCC2)c(OCC)cc1NC(=O)c1ccccc1C,0.5,4.2,-1.5,116.0,0.5,-0.7,-0.7,-6.9,0.0,1.7
CCOc1cccc(NC(=O)c2ccc(S(=O)(=O)N3CCCC3)cc2)c1,2.0,-6.2,-3.5,102.0,1.3,0.1,-1.7,11.8,0.1,9.9
Cc1nn(C)cc1S(=O)(=O)Nc1ncccn1,1.3,-0.5,0.4,90.0,0.2,-5.3,-0.9,2.1,0.0,1.7
CC(C)(C)OC(=O)C[C@H]1C/C=C\C[C@H](CC(=O)N(CCO)Cc2ccccc2)C(=O)N2CCC[C@H]2COC1=O,1.1,-4.3,-2.4,89.0,0.6,-9.2,-2.7,35.5,-0.3,4.5
